M5 ag – human M5 muscarinic receptor agonists, primary screen, CHO-K1 cells, Fluo-8 calcium fluorescence; Muscarinic acetylcholine receptor M5 (Homo sapiens), P08912; CHO-K1 hM5 cells; 0% DMSO wells, 100% maximal acetylcholine response; activation, % at 3 µM; actives 0.19% (n = 360,000); AID 624037, 2012;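 active = activation above the run's mean over test compounds plus 3 SD, cut at about 23% in these data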;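 also: signal is peak over basal fluorescence ratio across the kinetic read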
Target sequence (P08912 whole entry, looked up): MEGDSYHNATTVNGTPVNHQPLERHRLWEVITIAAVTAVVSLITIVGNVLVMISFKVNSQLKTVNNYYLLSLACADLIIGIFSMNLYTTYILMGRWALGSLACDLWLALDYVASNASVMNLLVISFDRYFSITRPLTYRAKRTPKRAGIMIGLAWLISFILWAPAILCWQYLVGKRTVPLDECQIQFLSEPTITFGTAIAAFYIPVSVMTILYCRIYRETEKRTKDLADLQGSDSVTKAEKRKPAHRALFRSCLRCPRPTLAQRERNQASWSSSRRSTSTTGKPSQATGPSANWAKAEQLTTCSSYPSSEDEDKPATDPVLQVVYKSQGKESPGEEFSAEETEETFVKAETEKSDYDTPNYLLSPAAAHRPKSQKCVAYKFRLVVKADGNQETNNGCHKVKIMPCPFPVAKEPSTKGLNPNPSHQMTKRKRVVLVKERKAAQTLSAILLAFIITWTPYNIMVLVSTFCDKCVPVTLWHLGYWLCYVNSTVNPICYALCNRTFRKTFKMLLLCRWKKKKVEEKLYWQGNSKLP
CHRM5 antagonist – human M5 muscarinic receptor antagonists, primary screen, CHO cells, Fluo-8 calcium fluorescence | CHO-hM5 cells, ACh EC80 | actives 0.59% (n = 360,000) | Muscarinic acetylcholine receptor M5 (Homo sapiens), P08912 | inhibition, % at 3 µM;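 active = inhibition above a per-plate cutoff, the mean of that plate's test compounds plus 3 SD, cut at about 27% in these data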;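 also: 0% = acetylcholine EC80 with DMSO and 100% = DMSO without agonist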
M4 ag – human M4 muscarinic receptor agonists, primary screen, CHO-K1 cells, Fluo-8 calcium fluorescence. CHO-K1 hM4/Gqi5; vehicle 0%, full acetylcholine response 100%. activation, % at 3 µM. actives 0.14% (n = 360,000);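 active = activation above the run mean over all test wells plus 3 SD, cut at about 32% in these data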;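 also: peak over basal fluorescence ratio per well then scaled between controls; 0% = DMSO wells and 100% = acetylcholine at EC100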
Target sequence (P08173 whole entry, looked up): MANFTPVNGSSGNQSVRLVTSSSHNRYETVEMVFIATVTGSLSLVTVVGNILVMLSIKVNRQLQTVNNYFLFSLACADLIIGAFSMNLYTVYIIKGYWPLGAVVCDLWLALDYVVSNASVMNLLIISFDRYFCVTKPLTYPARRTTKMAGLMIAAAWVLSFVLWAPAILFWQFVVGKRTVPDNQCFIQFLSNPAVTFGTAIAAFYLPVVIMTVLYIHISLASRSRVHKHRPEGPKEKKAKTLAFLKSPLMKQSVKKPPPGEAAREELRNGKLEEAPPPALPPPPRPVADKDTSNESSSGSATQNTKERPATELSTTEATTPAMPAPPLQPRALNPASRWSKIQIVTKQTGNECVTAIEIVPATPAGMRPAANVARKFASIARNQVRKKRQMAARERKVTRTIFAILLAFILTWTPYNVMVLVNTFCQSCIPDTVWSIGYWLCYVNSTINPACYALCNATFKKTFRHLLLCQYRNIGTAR
CHO-K1 Ca antag – nonselective inhibitor or artifact in parental CHO-K1 cells. ATP-induced calcium, Fluo-8 fluorescence. inhibition, % at 3 µM. actives 0.6% (n = 360,000);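 active = inhibition above a per-plate cutoff, the plate's mean sample inhibition plus 3 SD, cut at about 24% in these data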;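 also: 0% = DMSO plus EC80 ATP and 100% = DMSO alone without ATP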
M4 PAM – human M4 muscarinic receptor positive allosteric modulators, primary screen, CHO-K1 cells, Fluo-8 calcium fluorescence; Muscarinic acetylcholine receptor M4 (Homo sapiens), P08173; CHO-K1 hM4/Gqi5, ACh EC20; 0% = ACh EC20, 100% = maximal ACh; activation, % at 3 µM; actives 0.4% (n = 360,000);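 active = activation above its plate's cutoff, the mean activation of sample wells plus 3 SD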; also: some results filed as inactive read as strong as hits
CHO-K1 Ca PAM – nonselective calcium activators in parental CHO-K1 cells, primary screen, counter-screen for M1 PAM project, cell-based, Fluo-8 calcium fluorescence, full deck, 1536-well; ATP EC20; 0% at ATP EC20, 100% at ATP max; activation, % at 3 µM; actives 0.02% (n = 360,000); AID 602247, 2012;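 active = activation above the run cutoff, the mean activation of all test compounds plus 3 SD, cut at about 40% in these data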;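 also: peak over basal fluorescence ratio in a 140 s read after ATP addition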
CHRM4 antagonist – human M4 muscarinic receptor antagonists, primary screen, CHO cells, Fluo-8 calcium fluorescence | CHO-hM4 cells, ACh EC80 | inhibition, % at 3 µM | actives 0.73% (n = 360,000) | Muscarinic acetylcholine receptor M4 (Homo sapiens), P08173 | AID 624125, 2012;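 active = inhibition above its plate's cutoff, the mean inhibition of sample wells plus 3 SD, cut at about 27% in these data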;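 also: 0% = acetylcholine EC80 with DMSO and 100% = DMSO without agonist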
M1 ag parental – counter-screen for M1 agonists: effect in parental CHO-K1 cells; Fluo-8 calcium fluorescence; scaled to maximal ATP response, vehicle zero; actives 0.48% (n = 360,000); AID 602248, 2012; activation, % at 3 µM; in the data active = activation above about 15%;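 also: untransfected CHO-K1 host cells lacking M1 receptor as counterscreen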
CHRM5 PAM – human M5 muscarinic receptor positive allosteric modulators, primary screen, CHO-K1 cells, Fluo-8 calcium fluorescence | AID 624038, 2012 | Muscarinic acetylcholine receptor M5 (Homo sapiens), P08912 | actives 0.3% (n = 360,000) | CHO-K1 hM5, ACh EC20 PAM; 0% = ACh EC20, 100% = ACh EC100 | activation, % at 3 µM;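 active = activation above the run cutoff, the mean activation of all test compounds plus 3 SD, cut at about 18% in these data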
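Assay system: CHO-K1 hM5 cells / Incubation: Fluo-8 loading 80 min at 37 °C plus 30 min room temperature / Technique: Fluo-8 calcium dye fluorescence, kinetic read / Repeats: single replicate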
* = called active by the depositor; . = no result given.

SMILES	M5 ag	CHRM5 antagonist	M4 ag	CHO-K1 Ca antag	M4 PAM	CHO-K1 Ca PAM	CHRM4 antagonist	M1 ag parental	CHRM5 PAM
COc1cccc(/C=N/NC(=O)CCc2ccccc2)c1	-2	7	-1	-12	-3	10	-1	0.7	-6
Fc1ccc(-c2ccc3c(c2)C2CC3CCN2)cc1 (configuration not stated)	0	10	12	-2	-11	6	-5	4.6	-18
O=C1ON=C(c2ccccc2[N+](=O)[O-])/C1=C/c1cccc([N+](=O)[O-])c1O	-2	5	2	-13	-1	5	11	1.3	-2
Cc1ccc(NC(=O)CSc2nnc(NC(=O)C(C)C)s2)c(C)c1	-3	-14	0	-3	4	18	-5	0.4	5
COc1ccc(C(CC(=O)O)NC(=O)COc2cc(C)ccc2C)cc1OC (configuration not stated)	-1	-4	1	-7	10	18	2	0.2	6
C=CCNC(=O)N1CCC(n2nccc2NC(=O)CCc2ccccc2)CC1	-2	2	4	-5	6	-4	-11	-0.6	-1
O=C(c1ccc2c3c(cccc13)CC2)C1CCCN(Cc2ccncc2)C1 (configuration not stated)	-8	10	12	2	-20	-14	6	6.3	-5
COc1ccc(CCNC(=O)CC(NC(=O)c2ccccc2Cl)c2ccccc2)cc1 (configuration not stated)	-2	4	1	-3	-2	8	7	0.7	-4
CCN(C(=O)c1cc(S(=O)(=O)N2CCCC2)ccc1C)C1CCS(=O)(=O)C1 (configuration not stated)	1	-3	0	-8	6	-5	0	0.2	5
CNc1cccnc1C=NNC(N)=S	6	1	3	6	1	-15	-1	1.0	3
Nc1cc(=O)[nH]c(=O)n1-c1cccc(F)c1	0	-4	0	-9	-5	21	4	1.0	0
C/C(=N\NC(=O)COc1ccccc1F)c1cc2ccccc2o1	-4	-2	-1	-13	5	9	-8	1.4	1
Cc1cc(C)cc(NS(=O)(=O)c2ccc(NC(=S)NC(=O)c3ccc(Br)o3)cc2)c1	-1	-1	1	-3	1	-2	-3	0.1	-6
COC(=O)c1ccc(N(CC(=O)NC2CCCC2)C(=O)c2ccc(C)s2)cc1	-4	2	1	-12	-9	15	-21	-0.1	-1
Cc1cc(N2CCN(CC(O)C(F)(F)F)CC2)c2ccccc2n1 (configuration not stated)	-3	6	1	-15	1	9	-12	0.3	-2
CSc1ccc(S(=O)(=O)N2c3ccccc3CC2C)cc1 (configuration not stated)	-10	3	-1	-3	-10	-4	8	0.5	-6
COc1ccc(NC(=O)NNC(=O)COc2ccc(Cl)cc2C)cc1OC	-1	-9	0	-5	3	12	-2	0.1	7
CCN(CC(=O)NCc1ccc(F)cc1)Cc1cc(=O)n2ccsc2n1	-3	0	1	-7	-5	10	-6	0.9	1
CCCc1ccc2oc(C(=O)N(C)Cc3nccs3)c(C)c2c1	2	3	5	0	-4	-8	4	1.2	-11
O=S(=O)(c1ccc(NC(=S)N2CCCCC2CO)cc1)N1CCOCC1 (configuration not stated)	1	10	2	-2	-3	9	0	1.1	-4
Cc1ccc(-c2nc(NC(=O)CSc3ncn[nH]3)ns2)cc1	-3	6	0	-12	0	10	1	1.4	0
CCOC(=O)C1CCN(C(=O)CN(c2cc(OC)ccc2OC)S(=O)(=O)c2ccccc2)CC1	0	-3	0	6	1	3	5	0.2	2
COc1ccc(Cl)cc1NC(=O)COC(=O)C(CC(C)C)N1C(=O)C2CC=CCC2C1=O (configuration not stated)	-4	17	6	9	-5	0	5	3.0	-17
Cc1cccc(C)c1NCc1nnc(SCC(=O)Nc2nc(-c3ccccc3)cs2)n1-c1ccccc1	-2	7	0	0	5	23	-1	-0.1	-4
Cc1ccc(NC(=O)C2CCN(S(=O)(=O)c3ccc4c(c3)CCCC(=O)N4)CC2)c(Br)c1	-5	2	5	-15	-4	-12	-21	1.6	-5
SMILES	M5 ag	CHRM5 antagonist	M4 ag	CHO-K1 Ca antag	M4 PAM	CHO-K1 Ca PAM	CHRM4 antagonist	M1 ag parental	CHRM5 PAM
COc1cc(Cl)c(C)cc1NC(=O)CSc1ccc(NC(C)=O)cc1	-1	-9	3	-7	-6	11	9	4.7	1
Cc1ccc(NC(=O)CSc2nncc3ccccc23)cc1	-1	4	1	-13	1	1	1	1.1	-1
CC(/C=C1\SC(=S)N(CCC(=O)Nc2ccccc2O)C1=O)=C\c1ccccc1	1	-10	1	-1	-2	-2	-4	0.7	7
O=C(NCC1CCCO1)c1cc(-c2ccco2)nc2ccccc12 (configuration not stated)	4	-12	7	0	-4	10	1	2.1	3
COCCNC(=O)C(c1ccc(Cl)cc1)N(CCOC)C(=O)CCC(=O)Nc1ccccn1 (configuration not stated)	-2	15	0	-15	-3	5	-5	0.2	-4
Nc1cc(-c2cccc([N+](=O)[O-])c2)[nH]n1	-3	-2	0	-12	-2	28	8	0.9	3
O=C(COc1ccccc1)Nc1cccc2nsnc12	-9	6	0	5	-2	10	-3	5.3	-8
COc1ccc(C(NC(=O)c2cc(OC)ccc2OC)c2ccccc2)cc1 (configuration not stated)	-4	-3	-1	-13	-7	-1	-1	-0.6	-6
COc1ccc(-n2nnnc2SCC(=O)Nc2nc3c(s2)CCCC3)cc1	0	4	5	6	-2	2	3	0.8	-10
CCS(=O)(=O)N1CCCC(c2nc(-c3cccc(OC)c3)no2)C1 (configuration not stated)	-2	9	2	-10	7	21	7	7.6	-3
CC(C)(C)c1csc(Sc2ccc([N+](=O)[O-])cn2)n1	-6	10	-1	3	-2	-20	4	-0.5	0
Cc1cccc(C(=O)N2CCCC(N3CCN(c4ccc(F)cc4)CC3)C2)n1 (configuration not stated)	-4	7	0	-8	3	0	3	0.7	2
CCN(CC)NC(=S)Nc1ccccc1	-1	3	0	-7	12	3	-18	-0.2	-7
O=C(CCc1ccccc1Cl)Nc1cccc(S(=O)(=O)N2CCCC2)c1	-3	-1	7	5	-3	-7	-1	7.3	2
CN(C)CC(C)(C)CNS(=O)(=O)c1ccc(Cl)s1	-5	11	17	7	-9	9	12	4.2	-12
Cc1ccc(N(CC(=O)NC2CCCCC2)C(=O)CCCC(=O)Nc2ccccn2)cc1	-1	9	1	-18	-4	12	7	0.7	3
O=C(O)c1ccc(Nc2ncnc3ccccc23)cc1	2	1	0	0	-9	11	-12	0.2	3
Cc1nc(C)n(CCNS(=O)(=O)c2ccccc2)n1	-2	0	1	-16	5	18	5	1.8	2
Cc1c(Cl)cccc1NC(=O)Nc1cccnc1	2	16	6	3	-1	4	11	1.3	-6
Nc1cc(N)nc(SCc2cc(=O)oc3cc4c(cc23)CCC4)n1	-1	3	4	20	-5	-6	-7	0.4	-16
O=C(NCc1cc(C(F)(F)F)ccc1Cl)c1cccc2c1C(=O)c1ccc(N3CCCCC3)cc1S2(=O)=O	1	16	5	-10	-1	21	5	0.1	-9
O=C(Nc1cccc(NC(=O)c2ccccc2Cl)c1)c1cccs1	-4	20	9	-2	-9	-5	13	4.5	-6
CCNC(=O)N1c2ccc(OCC)cc2C(C)=CC1(C)C	-3	-4	1	-4	2	16	-1	0.5	1
COc1ccc(C(=O)C2CCCCC2=O)cc1 (configuration not stated)	-1	-3	1	-9	3	15	6	0.1	9
CCN(C(=O)COC(=O)c1cnc(C)cn1)c1c(N)n(Cc2ccccc2)c(=O)[nH]c1=O	3	4	0	1	2	7	4	7.3	2

Looked up above.
`Nc1cc(-c2cccc([N+](=O)[O-])c2)[nH]n1` in M1 ag parental is listed with 0.9
`COc1cccc(/C=N/NC(=O)CCc2ccccc2)c1` in M4 ag is listed with -1

Continuation.
SMILES	M5 ag	CHRM5 antagonist	M4 ag	CHO-K1 Ca antag	M4 PAM	CHO-K1 Ca PAM	CHRM4 antagonist	M1 ag parental	CHRM5 PAM
O=C(O)c1cc(N/N=C/C=C/c2ccccc2[N+](=O)[O-])ccc1Cl	0	1	0	0	2	-13	1	-0.3	6
Cc1cc(C)nc(-n2ncc3c2CC(c2ccccc2C)CC3=O)n1 (configuration not stated)	2	-3	1	4	-5	0	-6	0.5	-2
COc1cc(/C=C/C(=O)N2CCCN(C(=O)/C=C/c3cc(OC)c(OC)c(OC)c3)CC2)cc(OC)c1OC	-7	3	1	-1	2	10	-20	0.3	-5
CCOC(=O)C1CCCN(C(=S)Nc2cccc(Cl)c2C)C1 (configuration not stated)	28*	11	2	5	0	0	6	0.1	-17
Cc1ccc(S(=O)(=O)N2CC(C)N(C(=O)N3CCOCC3)C2)cc1 (configuration not stated)	-3	16	0	4	-4	-10	8	0.8	-9
Cc1cc(=O)n2nc(N3CCC(C(=O)NCc4ccc(Cl)cc4)CC3)sc2n1	-8	16	1	-9	-7	2	10	-0.6	-4
Cc1nn(C)c(C(=O)N/N=C/c2cccnc2)c1Br	-4	-3	1	-7	5	7	-13	1.1	-3
O=C(Cc1nnc(NC(=O)Nc2ccc(F)cc2)s1)Nc1ccccc1	1	4	1	-12	3	19	1	0.6	-4
Nc1c(C(=O)Nc2cccc(F)c2)nnn1-c1cccc(C(F)(F)F)c1	1	-9	4	-2	4	4	-20	2.0	2
Cc1ccc(-c2cc(C(=O)N3CCN(C4CCS(=O)(=O)C4)CC3)c3ccccc3n2)cc1 (configuration not stated)	5	10	14	-3	-6	-15	2	2.9	-8
CCOc1ccccc1CNC(=O)CCNS(=O)(=O)c1ccc2[nH]c(=O)oc2c1	-1	-12	0	-13	3	16	0	0.2	2
O=C(O)c1cc(Cl)ccc1OS(=O)(=O)c1ccc(Cl)s1	1	10	0	0	3	23	-5	0.4	-2
Cc1ccc(S(=O)(=O)N2CCOCC2)cc1C(=O)N1CCC(Cc2ccccc2)CC1	-6	-7	3	-14	1	17	2	3.9	-2
Cc1cc(C)cc(NC(=S)N2CCC(NC(=O)C3CCCCC3)CC2)c1	-5	16	0	-12	-9	-1	12	-0.2	-3
Cc1ccccc1Nc1ncccc1C(=O)N1CCOCC1	0	1	1	-3	-5	13	0	0.1	0
COc1ccc(Cc2nc(-c3ccccn3)no2)cc1	-4	4	0	-5	1	17	5	5.3	0
CC(NC(=O)CCNC(=O)c1ccc(Br)cc1)c1ccc(-n2ccnc2)cc1 (configuration not stated)	0	3	0	-7	1	-5	-2	-0.2	1
Cc1cc2c(cc1C)-n1nnnc1C(N1CCN(c3ccccc3F)CC1)C(=O)N2 (configuration not stated)	5	-10	8	.	-5	.	0	.	3
COCCNC(=O)C1CCC(CNS(=O)(=O)c2ccccc2)CC1 (configuration not stated)	-3	1	0	-5	4	-4	3	0.3	8

Profiles, looked up by structure:
Record of `COc1ccc(Cc2nc(-c3ccccn3)no2)cc1` : M5 ag: -4; CHRM5 antagonist: 4; M4 ag: 0; CHO-K1 Ca antag: -5; M4 PAM: 1; CHO-K1 Ca PAM: 17; CHRM4 antagonist: 5; M1 ag parental: 5.3; CHRM5 PAM: 0
Record of `O=C(O)c1cc(Cl)ccc1OS(=O)(=O)c1ccc(Cl)s1` : M5 ag: 1; CHRM5 antagonist: 10; M4 ag: 0; CHO-K1 Ca antag: 0; M4 PAM: 3; CHO-K1 Ca PAM: 23; CHRM4 antagonist: -5; M1 ag parental: 0.4; CHRM5 PAM: -2

Compound activity from PubChem.

Hits appear at their usual frequency; 2.7% or so of the library scored in one or more.
